Screening results as filed in PubChem BioAssay.
m-calpain inh – calpain II (pig) inhibition; purified calpain II, fluorogenic peptide substrate, 30 min; inhibition, % at 16 µM; hit rate 0.37% among 220,000;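 active = inhibition above about 50%, limit read from the data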
EP2 mod – modulators of human EP2 prostaglandin E2 receptor. EP2-expressing cells, cAMP HTRF FRET, PGE2 co-stimulation. induction, % at 25 µM. hit rate 0.83% among 260,000;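 active = compounds whose cAMP rise, as percent of the full-agonist control response, exceeds 60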;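 note: rat C6 glioma line stably carrying human EP2 under a CMV promoter; the protocol text gives 20 µM as final concentration; 100% = response of wells given 1 µM PGE2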
eIF4E-4G inh – inhibitors of eIF4E and eIF4G interaction in translation initiation; TR-FRET eIF4E-eIF4GI(517-606) binding, 2 h; inhibition, % at 21.7 µM; hit rate 0.37% among 220,000;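 active = inhibition above about 30%, limit read from the data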;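 note: 0% = full FRET control wells and 100% = background wells lacking eIF4GI fragment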
Target sequence (P63073 whole entry, looked up, the tested form may be a part): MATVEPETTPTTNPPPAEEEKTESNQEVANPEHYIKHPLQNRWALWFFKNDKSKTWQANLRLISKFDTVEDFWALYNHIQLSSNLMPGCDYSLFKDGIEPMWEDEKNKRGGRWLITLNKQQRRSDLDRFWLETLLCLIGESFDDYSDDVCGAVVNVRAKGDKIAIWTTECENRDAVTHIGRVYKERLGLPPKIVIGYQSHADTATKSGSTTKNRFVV
Target sequence (Q04637 whole entry, looked up, the tested form may be a part): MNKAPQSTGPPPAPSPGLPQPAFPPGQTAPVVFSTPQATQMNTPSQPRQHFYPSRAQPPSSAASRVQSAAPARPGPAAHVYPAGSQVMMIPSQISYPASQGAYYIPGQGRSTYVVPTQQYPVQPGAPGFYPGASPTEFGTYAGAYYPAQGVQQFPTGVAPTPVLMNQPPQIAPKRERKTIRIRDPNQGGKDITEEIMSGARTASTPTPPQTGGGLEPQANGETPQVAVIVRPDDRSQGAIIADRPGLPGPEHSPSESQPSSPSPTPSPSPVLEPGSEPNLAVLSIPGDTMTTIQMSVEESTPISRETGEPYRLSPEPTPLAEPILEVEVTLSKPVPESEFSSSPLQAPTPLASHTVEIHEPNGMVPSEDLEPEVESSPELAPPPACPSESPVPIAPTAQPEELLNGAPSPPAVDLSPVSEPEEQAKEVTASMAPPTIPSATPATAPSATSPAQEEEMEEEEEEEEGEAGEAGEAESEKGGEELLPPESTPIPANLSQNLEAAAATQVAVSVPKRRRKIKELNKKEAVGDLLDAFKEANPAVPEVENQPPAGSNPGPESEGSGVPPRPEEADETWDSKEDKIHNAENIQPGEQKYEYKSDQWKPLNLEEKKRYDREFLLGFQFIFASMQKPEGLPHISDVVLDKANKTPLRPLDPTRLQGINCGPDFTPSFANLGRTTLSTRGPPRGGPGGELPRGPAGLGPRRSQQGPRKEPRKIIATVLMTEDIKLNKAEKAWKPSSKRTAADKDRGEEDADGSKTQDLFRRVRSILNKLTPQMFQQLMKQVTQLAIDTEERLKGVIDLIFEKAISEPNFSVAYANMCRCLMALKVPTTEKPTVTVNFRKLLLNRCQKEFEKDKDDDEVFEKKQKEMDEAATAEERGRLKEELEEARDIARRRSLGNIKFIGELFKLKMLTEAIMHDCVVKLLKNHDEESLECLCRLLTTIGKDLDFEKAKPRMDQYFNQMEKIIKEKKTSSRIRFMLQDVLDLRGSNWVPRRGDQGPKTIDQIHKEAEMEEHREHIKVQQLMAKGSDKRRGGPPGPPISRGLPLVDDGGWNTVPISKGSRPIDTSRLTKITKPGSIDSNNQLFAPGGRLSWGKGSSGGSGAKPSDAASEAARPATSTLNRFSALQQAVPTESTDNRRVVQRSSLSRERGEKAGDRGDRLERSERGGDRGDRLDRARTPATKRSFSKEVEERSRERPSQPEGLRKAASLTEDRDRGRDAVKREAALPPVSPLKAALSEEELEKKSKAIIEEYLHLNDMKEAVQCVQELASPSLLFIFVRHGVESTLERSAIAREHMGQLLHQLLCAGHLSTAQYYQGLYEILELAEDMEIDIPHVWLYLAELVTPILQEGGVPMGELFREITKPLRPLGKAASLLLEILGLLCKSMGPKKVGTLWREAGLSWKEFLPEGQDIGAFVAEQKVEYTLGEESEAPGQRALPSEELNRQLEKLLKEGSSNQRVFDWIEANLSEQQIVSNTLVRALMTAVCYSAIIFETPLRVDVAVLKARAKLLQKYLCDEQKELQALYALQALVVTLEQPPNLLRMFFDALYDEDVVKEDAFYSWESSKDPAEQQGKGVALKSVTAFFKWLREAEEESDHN
PGE2 EP2 inh – blocks the human prostaglandin E2 receptor EP2 | C6 glioma cells expressing human EP2, cAMP TR-FRET; cells stimulated with saturating PGE2 | inhibition, % at 25 µM | hit rate 0.52% among 260,000 | AID 1422;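 active = percent inhibition above 40 after rounding to a whole number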;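 note: rat C6 glioma host cells with rolipram phosphodiesterase inhibitor present; the protocol text gives 20 µM as final concentration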
L929 necroptosis – blocks zVAD induced death of L929 cells; L929 zVAD necroptosis rescue, ATP luminescence, 24 h; with zVAD 60 µM; viability rescue, % at 10 µM; hit rate 0.38% among 220,000; AID 1377;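 active = activation, scaled between plate controls, above about 75%, limit read from the data; inactive = activation under that limit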;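 note: 0% = zVAD with DMSO and 100% = DMSO alone without zVAD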
14-3-3 Bad inh – disrupts binding of bovine 14-3-3 zeta to phospho-Bad peptide. P63103. TR-FRET 14-3-3zeta/Dy647-pBad peptide displacement, 1 h. inhibition, % at 21.7 µM. hit rate 0.71% among 220,000;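 active = inhibition above about 70%, limit read from the data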;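 note: 0% = full 14-3-3 plus peptide FRET controls and 100% = background without 14-3-3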
Rad51 HR inh – Rad51 (human) homologous recombination inhibition; Q06609; hRad51 DNA strand exchange, fluorescence dequenching; inhibition, % at 10 µM; hit rate 0.085% among 200,000; AID 1385;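 active = inhibition above 40% at the single screening dose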;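 note: 0% = DMSO control wells and 100% = blanks with heterologous ssDNA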
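Material: hRad51 filaments on single-stranded DNA; Reagent: Donor/quencher-labelled 47-bp dsDNA substrate; Compound: 10 µM final, single point; Schedule: 37 °C 15-min filament assembly, 30-min compound preincubation, 15-min exchange; Technique: FRET fluorescence, excitation 485 nm, emission 520 nm; Benchmarks: control wells and blank wells on each plate.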
Tb hexokinase – T. brucei hexokinase 1 inhibition. recombinant TbHK1, G6PDH-coupled NADH A340. inhibition, % at 10 µM. hit rate 0.11% among 220,000;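 active = inhibition of 50% or more in the single-dose primary screen; inactive = inhibition below 50%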
Hck-Nef inh – blocks Nef-activated human Hck kinase; hit rate 0.68% among 220,000; Recombinant Hck-YEEI plus Nef, Z-Lyte FRET kinase assay; AID 463187; inhibition, % at 20 µM;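 active = Hck-Nef kinase inhibition above about 50%, limit read from the data; inactive = inhibition below that limit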;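 note: 0% = DMSO with Hck plus Nef and 100% = Hck alone without Nef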
Starred values were filed as active, the others as inactive; x = no result given; & = joins results of further samples; [ ] = remark or other dose. A portion of the library; rates above refer to the full screens.

SMILES	m-calpain inh	EP2 mod	eIF4E-4G inh	PGE2 EP2 inh	L929 necroptosis	14-3-3 Bad inh	Rad51 HR inh	Tb hexokinase	Hck-Nef inh
CCOc1ccc(N(CC(=O)NCCc2ccc(Cl)cc2)S(=O)(=O)c2c(C)[nH]c(=O)[nH]c2=O)cc1	7	13	-3	5	1.5	-1	1	-4	25
O=C(CN(C(=O)CSc1nnc(COc2ccccc2)o1)c1ccc(F)cc1)NC1CCCC1	22	18	-2[fluorescence artefact?]	8	-0.5	7	-1	4	-2
COc1ccc(CCN(Cc2ccccn2)C(=S)Nc2ccccc2C)cc1OC	1	7	0	2	1.3	-8	1	-2	-1
O=C(c1ccco1)N1CCCN(Cc2nc(-c3ccc4c(c3)OCO4)no2)CC1	0	-76	4	5	0.8	7	26	-5	4
CN1CCN(c2ccccc2NC(=O)c2sc3ccccc3c2Cl)CC1	-18	2	-2	3	1.6	-5	7	-9	22
CCN1C(=O)C(CC(=O)Nc2ccc(OC)cc2)N(CCc2ccc(F)cc2)C1=S (stereo not given)	11	4	-3	13	1.9	-9	24	0	-10
CC(=O)c1cccc(NC(=O)C2C3C=CC(C3)C2C(=O)O)c1 (stereo not given)	-7	22	-3	11	5.2	-4	-1	-5	19
Cc1ccc(C(=O)c2cc3ccccc3o2)cc1	6	19	2	14	0.3	-5	1	-7	-1
Cc1ccc2oc(=O)cc(CN3CCOCC3)c2c1	3	-6	5[fluorescence artefact?]	5	-0.5	15[fluorescence artefact?]	0	1	0
CCOCc1cnc(C)nc1NCC(=O)c1c(C)[nH]c2ccc(OC)cc12	19	-9	-8	9	-0.3	6[fluorescence artefact?]	7	-14	1
CC(C)(C)C(=O)N1CCN(c2ccc([N+](=O)[O-])c(NCC3CCCO3)c2)CC1 (stereo not given)	29	2	9	7	-0.1	-6	-5	-7	2
CCOC(=O)CC(=O)CSc1ncnc2c1cnn2-c1ccccc1	4	-21	0	19	0.0	-10	15	5	3
CC(=O)c1cccc(NC(=S)NNC(=O)c2ccco2)c1	-13	-15	-2	7	3.6	-16	-5	-18	6
O=C(NCc1ccncc1)C(=O)NCC(c1ccco1)N1CCN(c2ccc(F)cc2)CC1 (stereo not given)	-3	-19	-1	4	0.2	-23	6	22	4
CC1CN(Cc2cc(=O)[nH]c(C(C)C)n2)CC(C)O1 (stereo not given)	-18	22	-2	12	0.7	-3	4	3	1
CC(=O)N1CCN(c2ccc(Oc3ncnc4sccc34)cc2)CC1	-19	5	0[fluorescence artefact?]	8	0.3	1	0	2	6
CN1CCN(c2nc3ccccn3c(=O)c2/C=C(\C#N)S(=O)(=O)c2ccc(Cl)cc2)CC1	17	-27	-2	9	-0.4	-9	-7	-18	-27
Cc1ccc(C(=O)NCC(=O)NCC(=O)OCC(=O)c2ccc(Br)cc2)cc1	1	3	4	5	0.5	-2	5	35	3
CC1=NCCN1S(=O)(=O)c1cc(Cl)ccc1Cl	5	37	-2	7	1.2	-4	5	5	0
Cc1ccc(OCCCCNC2CCCC(C)C2C)c(C)c1 (stereo not given)	39	6	1	8	3.2	48	4	5	-3
O=C(/C=C/c1ccccc1[N+](=O)[O-])NCCc1ccc(F)cc1	12	-69	4	7	2.6	2	-1	-5	35
CC(C)c1cc(C(=O)N/N=C/c2cccnc2)n[nH]1	7	1	-3	2	6.7	3[fluorescence artefact?]	2	2	2
O=C(NC(=S)Nc1cccc2c(O)cccc12)c1cccc(Br)c1	-4	-27	1	17	0.3	-3	16	-1	9
O=C(O)CC(CC(=O)Nc1ccc(F)c(Cl)c1)c1ccc(Cl)cc1Cl (stereo not given)	-19	17	4	13	-0.3	-12	x	-10	18
CCN(CC)CC(=O)Nc1c(C#N)cnn1-c1ccccc1	1	-8	0	9	0.8	1	-12	-2	15
Cc1nnc(NC(=O)CSc2nnc(NC(=O)C(C)(C)C)s2)s1	-16	22	-1	6	1.2	-4	-46	0	1
O=C1CSC(=Nc2ccc(Cl)cc2)N1Cc1cccnc1	0	-23	6	4	1.0	-4	10	1	18
O=C(NC(=S)N1CCN(c2ccc([N+](=O)[O-])cc2)CC1)c1ccco1	-11	-9	-3	10	1.3	-4	x	-3	21
O/N=C1\CCSc2ccc(F)cc21	-2	-12	-6	9	0.1	2	2	-12	17
Fc1ccccc1Cc1nnc2n1N=C(c1ccc(Cl)cc1)CS2	3	22	-2	13	-0.8	-12	7	3	-20
O=C(Nc1cccc(-c2cn3ccccc3n2)c1)c1ccccc1	23	-47	0	24	37	-6	5	-4	-75
Cc1ccc([N+](=O)[O-])cc1NC(=O)CN(C1CCCCC1)S(=O)(=O)c1ccc(Cl)cc1	9	29	2	3	1.5	-4	2	5	1
COC(=O)c1c(NC(=S)Nc2cc(OC)c(Cl)cc2OC)sc2c1CCCCC2	-1	33	19	15	0.1	-25[fluorescence artefact?]	1	-10	3
O=C(CSc1nnc(-c2ccncc2)n1C1CCCCC1)Nc1ccccc1	23	-3	5	10	-0.1	-11	-4	22	1
C=C(C)CNC(=S)NN=C1c2ccccc2-c2ccccc21	17	-18	2	26	-1.0	-13	-12	2	-52
CC(=O)c1cc(F)c(N2CCN(C(=O)c3ccco3)CC2)cc1C	-3	-8	2	1	0.5	-9	3	-3	8
CC(C)(C)CC(=O)Nc1cc(S(=O)(=O)N2CCOCC2)ccc1N1CCCC1	1	-10	0	8	-0.2	36	5	-13	30
Nc1nc(SCc2ccc(Cl)cc2)[nH]c(=O)c1-c1ccccc1	-7	-26	2	4	0.0	-5	-4	1	7
O=C1C(Nc2cccc(O)c2)=C(N2CCCCC2)C(=O)c2ccccc21	-15	-20	6[fluorescence artefact?]	27	4.3	-4[fluorescence artefact?]	11	1	3
O=C(NCCN1C(=O)S/C(=C\c2ccccc2)C1=O)c1cc(S(=O)(=O)N2CCOCC2)c(Cl)cc1Cl	-31	9	5	9	-0.4	0[fluorescence artefact?]	-8	-17	0
CCOc1ccc2[nH]c(=O)c(CN(Cc3cccnc3)C(=O)Nc3ccccc3OC)cc2c1	-104	-7&-5	6	12&10	2.0	-6	2	-12	4
Cc1ccc(NC(=O)C2CCN(S(=O)(=O)c3cccc4nonc34)CC2)nc1	18	5	0[fluorescence artefact?]	8	-0.4	-8[fluorescence artefact?]	-3	-5	15
Cc1ccc(NC(=O)Nc2nnc(-c3ccncc3)s2)cc1C	-146	-79	20	25	65	54	0	-15	38
O=C(c1ccco1)[C@@H]1[C@@H]2C(=O)N(c3ccccc3)C(=O)[C@@H]2C2c3ccccc3C=CN21 (stereo not given in full)	x	x	x	5	1.9	x	-11	-13	0
COC(=O)c1ccc(CSc2nnc(Nc3ccc(C)cc3)s2)o1	-1	-35	-17	12	1.4	3	2	-11	7
O=C1C2ON(c3ccccc3)C(c3ccncc3)C2C(=O)N1c1ccc(N2CCOCC2)cc1 (stereo not given)	-46	12	0	8	0.0	-8	-4	-8	8
NS(=O)(=O)c1ccc(N2CCCCCC2)c([N+](=O)[O-])c1	-22	8	2	7	7.3	3	-7	-4	27
CSc1nsc(/C=C/Nc2ccc(O)cc2C)c1C#N	15	-34	9	3	-1.6	-12	-26	-6	21
COc1ccc(N(CC(=O)Nc2cccc(C)c2)S(=O)(=O)c2c(C)n[nH]c2C)cc1	33	5	4	6	0.5	18[fluorescence artefact?]	0	-4	2
COCCN1C=C2C(=O)C(C)(OC(=O)C3CCCC3)C(=O)C(c3ccccc3)=C2C=C1CCCC(=O)OC (stereo not given)	25	4	-7	17	0.7	2	-10	-20	23

Single values from the entries so far:
Hck-Nef inh with `Cc1nnc(NC(=O)CSc2nnc(NC(=O)C(C)(C)C)s2)s1` is entered as 1
eIF4E-4G inh with `CC(=O)c1cccc(NC(=S)NNC(=O)c2ccco2)c1` is entered as -2
L929 necroptosis with `CC1=NCCN1S(=O)(=O)c1cc(Cl)ccc1Cl` is entered as 1.2
14-3-3 Bad inh with `Cc1ccc(OCCCCNC2CCCC(C)C2C)c(C)c1` (stereo not given) is entered as 48

(further entries)
SMILES	m-calpain inh	EP2 mod	eIF4E-4G inh	PGE2 EP2 inh	L929 necroptosis	14-3-3 Bad inh	Rad51 HR inh	Tb hexokinase	Hck-Nef inh
CCCCN(CC)Cc1ccc(CNC(=O)Nc2ccccc2)o1	5	0	0	7	0.5	-2[fluorescence artefact?]	1	0	2
COC(=O)c1ccc(CSc2nnc(CNC(=O)c3ccccc3F)o2)o1	4	34	-4	19	-0.9	-2	6	-3	1
C(=C1/CCCC2=C1Nc1ncnn1C2c1ccccc1)/c1ccccc1 (stereo not given)	-49	5	0	12	4.2	-3[fluorescence artefact?]	3	-12	1
CCN(CC(=O)NCc1cccs1)c1nnnn1-c1ccccc1	-26	7	0	8	-1.0	11	-15	1	4
O=C(Nc1ccc(OCC(=O)N2CCC(Cc3ccccc3)CC2)cc1)c1ccco1	19	-49	5	4	0.1	2	4	0	5
COc1ccc(S(=O)(=O)NCC2CCCN(C(=O)c3cccnc3C)C2)cc1 (stereo not given)	-12	25	2	10	6.6	-4	3	2	9
CCOC(=O)C(NCc1ccccc1OC)(NC(C)=O)C(F)(F)F (stereo not given)	-5	7	-22[fluorescence artefact?]	8	-0.8	-9[fluorescence artefact?]	-14	0	4
Cn1c(C(=O)NCCCN2CCOCC2)cc2c(=O)n(C)c3ccccc3c21	-32	18	6	3	55	-1	1	0	2
Cc1cc(C)n2ncc(C(=O)Nc3ccc4c(c3)OCO4)c2n1	-33	30&-25	-11	15&8	1.2	-13	x	9	1
CN(C(=O)COC(=O)c1ccc(Cl)c(N)c1)c1ccccc1	-83	-12	3	5	-0.5	-5	8	-1	3

Part of the list above, limited to 14-3-3 Bad inh.
| Compound | 14-3-3 Bad inh |
| --- | --- |
| Cc1cc(C)n2ncc(C(=O)Nc3ccc4c(c3)OCO4)c2n1 | -13 |
| O=C(Nc1ccc(OCC(=O)N2CCC(Cc3ccccc3)CC2)cc1)c1ccco1 | 2 |

Additional structures follow.
SMILES	m-calpain inh	EP2 mod	eIF4E-4G inh	PGE2 EP2 inh	L929 necroptosis	14-3-3 Bad inh	Rad51 HR inh	Tb hexokinase	Hck-Nef inh
CC(Oc1ccc(Cl)cc1)c1ccnc(N)n1 (stereo not given)	6	-22	0	6	0.1	-6	20	-3	-4
O=C(N/N=C/c1ccccc1)c1ccc(CN2C(=O)c3cccc4cccc2c34)cc1	-250	-88	13	6	1.2	48	1	0	14
CC(C)CCn1cnc2c(cnn2-c2ccc(F)cc2)c1=O	20	-14	-6	11	1.9	0	1	3	6
CC(=O)c1sc(N2CCOCC2)nc1-c1ccccc1	-1	-9	0	30	1.6	-1	-8	-21	20
COc1ccc(N=C2SC(CC(=O)Nc3ccccc3OC)C(=O)N2Cc2ccco2)cc1 (stereo not given)	24	-30	8[fluorescence artefact?]	6	0.4	-3	9	26	2
CN(C)C(=O)CN(c1ccc(F)c(Cl)c1)S(C)(=O)=O	-16	11	0	6	0.2	-3	-2	3	0
O=C(c1ccc(S(=O)(=O)N2CCCCC2)cc1)N1CCN(c2ccccc2)CC1	26	-41	5	11	-0.1	1	-1	27	3
COc1ccc(/C=N/Nc2nc3ccccc3c(=O)[nH]2)cc1	-12	1	8	x	1.6	5	x	-30	2
Fc1ccc(-c2n[nH]c(=S)n2CC2CCCO2)cc1 (stereo not given)	1	8	6	6	-0.2	-3	1	-5	0
O=C(c1ccccc1)c1ccc2nc(-c3ccc(NC(=O)c4ccccc4F)cc3)[nH]c2c1	31	-54	0	15	20	24	-2	12	19
CC(=O)N1CCN(CCN=CC2=C(O)CC(C)(C)CC2=O)CC1	26	11	4	4	1.1	-13	-1	2	6
C=CCOCCN(CC)CC	-12	-17	-5	1	-0.3	-4	-4	-6	4
